RXFP1 antag: blocks the human relaxin receptor RXFP1; 350,000 tested, 0.59% active; AID 1259400; HEK293-RXFP1, relaxin-stimulated cAMP HTRF, 30 min; active compounds read low; activity change, negative = inhibition, % at 57.5 µM; Q9HBX9;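 active = activity change of -60% or lower, but not beyond a set lower limit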
Target sequence (Q9HBX9 whole entry, looked up): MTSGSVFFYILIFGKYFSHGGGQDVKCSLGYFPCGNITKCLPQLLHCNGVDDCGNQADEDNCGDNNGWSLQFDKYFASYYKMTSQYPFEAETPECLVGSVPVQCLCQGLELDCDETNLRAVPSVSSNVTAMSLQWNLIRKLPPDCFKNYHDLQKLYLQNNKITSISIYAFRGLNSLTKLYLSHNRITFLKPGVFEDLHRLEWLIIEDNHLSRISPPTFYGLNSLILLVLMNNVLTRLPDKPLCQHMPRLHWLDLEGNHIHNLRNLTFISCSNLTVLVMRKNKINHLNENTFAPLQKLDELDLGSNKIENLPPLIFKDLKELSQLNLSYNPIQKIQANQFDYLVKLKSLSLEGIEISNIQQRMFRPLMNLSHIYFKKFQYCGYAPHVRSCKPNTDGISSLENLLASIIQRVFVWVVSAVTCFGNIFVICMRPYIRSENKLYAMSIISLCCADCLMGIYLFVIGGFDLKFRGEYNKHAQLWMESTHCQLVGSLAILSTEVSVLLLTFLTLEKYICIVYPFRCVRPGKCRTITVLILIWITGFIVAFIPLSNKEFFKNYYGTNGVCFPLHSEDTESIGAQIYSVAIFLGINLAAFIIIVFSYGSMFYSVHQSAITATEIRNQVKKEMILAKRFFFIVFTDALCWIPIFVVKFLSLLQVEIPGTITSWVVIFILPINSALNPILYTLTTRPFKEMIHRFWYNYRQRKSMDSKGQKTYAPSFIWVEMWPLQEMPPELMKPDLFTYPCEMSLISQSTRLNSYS
Starred values were filed as active, the others as inactive. % is scaled to controls: 0 for no effect and ±100 for the full control effect. A portion of the library. The share of hits here may be higher or lower than overall.

RXFP1 antag	molecule
-23	c1ccc(CCNc2ccc3c(c2)Cc2ccccc2-3)nc1
9	CCn1c(=O)c2[nH]c(Cl)nc2n(CC)c1=O
10	CCN1C(=O)[C@H]2[C@@H](c3ccc(C)cc3)N[C@]3(CCCN(Cc4ccc(F)cc4)C3=O)[C@H]2C1=O
-2	O=C(COC(=O)C1=COCCO1)Nc1ccc(Cl)cn1
-15	COc1ccc(-c2nc(S(=O)(=O)c3ccccc3)c(NCCCN3CCOCC3)o2)cc1
-5	O=[N+]([O-])c1ccc(N2CCOCC2)cc1
2	O=C(NNCc1ccccc1)c1ccccc1
-7	Cc1ccc(C(=O)OCC(=O)NCCc2ccc(S(N)(=O)=O)cc2)o1
7	Cc1[nH]c(C)c2c(=O)n(Cc3ccccc3Cl)ncc12
0	O=C(CSc1nnc(COc2ccc(Cl)cc2)o1)N(c1ccccc1)C1CCS(=O)(=O)C1 (centres undefined)
-5	COc1ccc(OC)c(C(=O)/C=C/c2ccccc2C(F)(F)F)c1
3	COc1ccc(S(=O)(=O)N2CCc3ccccc32)cc1C(=O)NCC(c1ccco1)N1CCCC1 (centres undefined)

Part of the list above in order of molecular weight, highest first:
RXFP1 antag	molecule
-15	COc1ccc(-c2nc(S(=O)(=O)c3ccccc3)c(NCCCN3CCOCC3)o2)cc1
10	CCN1C(=O)[C@H]2[C@@H](c3ccc(C)cc3)N[C@]3(CCCN(Cc4ccc(F)cc4)C3=O)[C@H]2C1=O
-7	Cc1ccc(C(=O)OCC(=O)NCCc2ccc(S(N)(=O)=O)cc2)o1
2	O=C(NNCc1ccccc1)c1ccccc1

New compounds follow:
RXFP1 antag	molecule
4	CCC(c1ccccc1)c1noc(CCN(CC)CC)n1 (centres undefined)
-29	Clc1ccccc1N1CCN(Cc2c[nH]c3ccccc23)CC1
10	CC1CN(C(=O)CNC(=O)COc2ccccc2)CC(C)O1 (centres undefined)
-13	O=C(OCCOc1ccccc1F)c1cc(S(=O)(=O)N2CCOCC2)ccc1F
0	O=C(Cc1ccccc1)NCCCNC(=O)Cc1ccccc1
1	CCc1ccccc1NC(=O)CNC(=O)CCC(=O)c1cc(C)sc1C
0	C#CCOC(=O)CCCN1C(=O)c2cccc3cccc(c23)C1=O
2	C/C(=C\C(=O)c1ccccc1)Nc1ccc(Cl)c(Br)c1
-4	Cc1ccc(S(=O)(=O)N(C)CC(=O)N(C)Cc2cccs2)cc1
9	C(CCCN1CCCCC1)CCN1CCCCC1
-14	NC(=O)c1ccccc1N=Cc1cccnc1
0	COc1ccc(C(=O)NCC(c2ccco2)N2CCc3ccccc3C2)c(OC)c1 (centres undefined)
-21	O=C(O)c1cccc(NS(=O)(=O)c2ccc(Oc3ccc(S(=O)(=O)Nc4cccc(C(=O)O)c4)cc3)cc2)c1
2	COc1ccc(C(=O)OCc2ccccc2C#N)cc1S(=O)(=O)N1CCOCC1
9	C[C@@H]1CN([C@H](C)CO)C(=O)CCCn2nncc2CO[C@H]1CN(C)C(=O)c1ccc(N2CCN(C)CC2)cc1
-1	COc1ccc(C)cc1S(=O)(=O)N(CC(=O)N1CCCC1)c1ccc(C)cc1
-7	O=C1N(Cc2ccccc2)CC2(Br)COCOC12O (centres undefined)
-4	O=C(Nc1ccc(Br)cc1)c1cccn1-c1ncc(C(F)(F)F)cc1Cl
-1	CN(C(=O)COC(=O)c1ccc(Cl)c(S(=O)(=O)NCc2ccccc2)c1)C1CCS(=O)(=O)C1 (centres undefined)
-2	CC(=O)Nc1c(C(=O)O)ccc(C)c1OCc1ccccc1
-12	O=C(NCc1ccco1)Nc1cccc(-c2ccccc2)c1
5	CCn1cc(CNC(=O)C2C3CCC(C3)C2C(=O)O)cn1 (centres undefined)
3	O=C(NCc1ccccc1Cl)C1CCN(C(=O)c2ccc(F)cc2)CC1
3	COc1ccc(C(=O)OCC(=O)NC23CC4CC(CC(C4)C2)C3)c(O)c1
12	C[C@@H]1CCCCO[C@@H](CN(C)Cc2ccc3c(c2)OCO3)[C@@H](C)CN([C@H](C)CO)C(=O)c2cc(NS(=O)(=O)c3ccccc3)ccc2O1
4	O=C(COC(=O)c1ccc(O)cc1O)NC(=O)c1ccccc1
6	CC(C)NC(=O)N(C)C[C@H]1Oc2ncc(Br)cc2C(=O)N([C@H](C)CO)C[C@@H]1C
3	Cc1ccnc2nc(C(=O)OCC(=O)N(C)C3CCCCC3)nn12
-12	O=C1Nc2ccc3c(c2C1=Cc1cc2c(cc1Br)OCO2)OCO3
9	O=C(OCc1ccccc1)N1CCC2CC1c1ccc(N3CCOCC3)cc12 (centres undefined)
-5	COc1cc2c(cc1OC)CN(C(=O)c1cc(COc3ccccc3SC)on1)CC2
-4	CCCCCn1c(=O)[nH]c2cc(C(=O)NC3CCN(Cc4ccccc4)CC3)ccc2c1=O
-4	O=C(NNC(=O)c1cccc(S(=O)(=O)Nc2ccccc2F)c1)c1ccncc1
-6	CCCCN1C(=O)c2ccc(C(=O)N(C)CC(=O)Nc3ccc(OCC)c(OCC)c3)cc2C1=O
-15	CC(=O)N[C@@H](Cc1c[nH]c2ccccc12)C(=O)OCC(=O)Nc1ccc2c(c1)OCO2
-9	O=C1CCC([N+](=O)[O-])C(c2ccc(-c3ccccc3)cc2)N1 (centres undefined)

Ordered by value in RXFP1 antag (highest first): 7 from the list above.
RXFP1 antag	molecule
6	CC(C)NC(=O)N(C)C[C@H]1Oc2ncc(Br)cc2C(=O)N([C@H](C)CO)C[C@@H]1C
4	O=C(COC(=O)c1ccc(O)cc1O)NC(=O)c1ccccc1
0	O=C(Cc1ccccc1)NCCCNC(=O)Cc1ccccc1
-1	COc1ccc(C)cc1S(=O)(=O)N(CC(=O)N1CCCC1)c1ccc(C)cc1
-2	CC(=O)Nc1c(C(=O)O)ccc(C)c1OCc1ccccc1
-5	COc1cc2c(cc1OC)CN(C(=O)c1cc(COc3ccccc3SC)on1)CC2
-15	CC(=O)N[C@@H](Cc1c[nH]c2ccccc12)C(=O)OCC(=O)Nc1ccc2c(c1)OCO2

New compounds follow
RXFP1 antag	molecule
-10	COc1ccccc1/C=N/NC(=O)CC(=O)NCCc1ccccc1
-10	CC1CCCC(C)N1C(=O)COC(=O)c1ccc(S(=O)(=O)N(C)c2ccccc2)cc1 (centres undefined)
0	N#Cc1ccc(NC(=S)NC(=O)C2CC2)cc1
-7	COc1ccc(-n2nc3c(c2NC(=O)COc2ccccc2OC)CS(=O)(=O)C3)cc1
-38	CC(C)n1nc(-c2cc3cc(O)ccc3[nH]2)c2c(N)ncnc21
1	S=C(NCCc1ccccc1)Nc1ncccn1
2	CC(C)Cn1c(N)c(C(=O)COC(=O)c2cc3ccccc3cc2O)c(=O)n(C)c1=O
-15	COC(=O)c1sc(C(F)(F)F)c(-c2ccccc2)c1S(=O)(=O)N1CCOCC1
10	O=C(CN1CCN(C(=O)c2cc(C3CC3)nn2-c2ccccc2)CC1)Nc1ccc(F)cc1
-13	Cc1noc(NS(=O)(=O)c2ccc(NC(=O)/C=C/c3ccccc3)cc2)c1C
4	C[C@H](CO)N1C[C@H](C)[C@@H](CN(C)S(=O)(=O)c2ccc(Oc3ccccc3)nc2)OCc2cn(nn2)CCCC1=O
-9	COc1ccc(NC(=O)C[C@H]2C(=O)N(CCc3ccccc3)C[C@@H]2Cc2ccccc2)cc1

A portion from further up, as a working copy:
RXFP1 antag	molecule
4	C[C@H](CO)N1C[C@H](C)[C@@H](CN(C)S(=O)(=O)c2ccc(Oc3ccccc3)nc2)OCc2cn(nn2)CCCC1=O
-9	COc1ccc(NC(=O)C[C@H]2C(=O)N(CCc3ccccc3)C[C@@H]2Cc2ccccc2)cc1

Other compounds
RXFP1 antag	molecule
-10	Cc1ccc(S(=O)(=O)Nc2ccc(S(=O)(=O)N3CCOCC3)cc2)cc1
8	CC1=C(C(=O)N2CCOCC2)CC(CC(=O)NC2CCCCC2)C(=O)N1Cc1ccc(F)cc1 (centres undefined)
19	COc1ccc(-c2cc(C(F)(F)F)nc(SCCC(=O)N3CCN(C)CC3)n2)cc1
-7	COc1cc(OC)c(C(=O)OCC(=O)NC23CC4CC(CC(C4)C2)C3)cc1OC
-10	CC(=O)Nc1ccc(NCN2C(=O)C3C4CCC(C4)C3C2=O)cc1 (centres undefined)
-11	Cc1ccc(S(=O)(=O)N2CCOCC2)cc1NC(=O)COC(=O)c1ccc(Br)cc1
-18	CCOC(=O)C1CCN(C(=O)CN2C(=O)NC(C)(c3ccc4cc(OC)ccc4c3)C2=O)CC1 (centres undefined)
5	Nc1c(C(=O)Nc2ccc(Br)cc2)sc2nc(N3CCOCC3)c3c(c12)CCCC3
-12	COc1ccc2[nH]c3c(C)c4cc[n+](C)cc4c(C)c3c2c1
-2	CC(=O)c1ccc(NC(=O)COC(=O)Cn2cnc3ccccc32)cc1
-5	Oc1ccccc1C=NN=C1c2ccccc2-c2ccccc21
5	COc1ccc(CN2CCN(Cc3c[nH]c4ccccc34)CC2)c(OC)c1
-14	O=C(CCNC(=O)c1ccccc1Cl)Nc1nc2ccccc2[nH]1
-12	CC(=O)N1CCc2ccc(N)cc21
8	CCc1cc(-c2cnnn2Cc2ccccc2)ccc1-c1cn(CC(C)C)nn1
0	CCc1c(Cl)nc(N)nc1Nc1ccccc1C
-9	O=C(Nc1ccc([N+](=O)[O-])c(NC(=O)c2cccnc2)c1)c1cccnc1
-12	N#C/C(=C(/O)CN1CCCCC1)c1nc(-c2ccc(Cl)cc2)cs1
10	Cc1ccc(S(=O)(=O)N(C)C[C@@H]2Oc3ncc(Br)cc3C(=O)N([C@H](C)CO)C[C@@H]2C)cc1
-12	COc1ccc(Nc2c[nH]c(=O)[nH]c2=O)cc1
-77*	OC1(c2ccccc2)CC(c2ccccc2)c2ccccc2O1 (centres undefined)
0	Cc1ccccc1CC(=O)N1CCC(CCC(=O)NC2CC2)CC1
-6	CCOc1ccc(C(=O)N[C@H](C(=O)NNC(=O)c2cccs2)C(C)C)cc1
-13	C1=CCN(c2nc(N3CCOCC3)nc(N3CCCc4ccccc43)n2)CC1
2	Cc1cc(=O)[nH]c(N2CCN(c3ccc(Cl)cc3)CC2)n1
-9	CC[C@H](C)[C@H](NC(=O)c1ccc(Cl)cc1)C(=O)OCC(=O)c1c(N)n(C)c(=O)n(C)c1=O
-8	NC(=O)C1CCCN(C(=O)CCC(=O)c2cccs2)C1 (centres undefined)
-5	COc1ccccc1NC(=O)C1=C(C)Nc2nc(-c3cccnc3)nn2C1c1ccccn1 (centres undefined)
0	NS(=O)(=O)c1ccc(CCNC(=O)COC(=O)C2COc3ccccc3O2)cc1 (centres undefined)
1	COc1cccc(S(=O)(=O)N(C)C[C@@H]2OCc3cnnn3CCCC(=O)N([C@@H](C)CO)C[C@@H]2C)c1
0	NC(=O)C1(N2CCCC2)CCN(Cc2ccccc2)CC1
0	COc1ccc(NC(=O)C[C@H]2C(=O)N(c3ccc(Br)cc3)C[C@@H]2C)cc1
-1	Cc1cccc(OCC(=O)Oc2ccc(Cl)cc2)c1
-4	CC[C@H](C)[C@H](NC(=O)OCc1ccccc1)C(=O)OCC(=O)N1CCN(c2ccc(OC)cc2)CC1
11	C[C@@H]1CN([C@@H](C)CO)C(=O)CCCn2nncc2CO[C@@H]1CN(C)S(=O)(=O)c1ccc(C#N)cc1
10	CCOC(=O)c1c(C)[nH]c(O)c1C=Nc1ccccc1
3	O=C(CNC(=O)c1ccccc1)NCC(c1ccco1)N1CCCC1 (centres undefined)
6	Cc1cc(C)cc(NC(=S)NCCN2CCOCC2)c1
-22	COc1ccccc1NS(=O)(=O)c1cc(NC(=O)Cc2n[nH]c(=O)c3ccccc23)ccc1Cl
-9	COCCN(Cc1ccccc1)C(=O)C1CCN(C(=O)Nc2ccccc2)CC1
10	Cc1ccc2ccc(Cl)cc2n1
0	O=C(NNS(=O)(=O)c1ccc(Cl)cc1)c1sccc1-n1cccc1
-4	Cn1c(SCC(=O)Nc2ccc3c(c2)OCO3)nnc1C(F)(F)F
5	CC(C)c1ccc(S(=O)(=O)N2CCN(C(=O)CCc3nc4ccccc4c(=O)[nH]3)CC2)cc1
-2	C[C@H](O)[C@@H]1CN2CCc3c([nH]c4ccccc34)[C@@H]2C[C@@H]1N(C)C(=O)NC1CCCCC1
4	CCCCN(C(=O)CCOc1ccc(OCC)cc1)c1c(N)n(Cc2ccccc2)c(=O)[nH]c1=O
-5	COc1cccc(S(=O)(=O)N(C)C[C@H]2OCc3cnnn3CCCC(=O)N([C@H](C)CO)C[C@@H]2C)c1
-10	COC(=O)c1ccccc1Nc1ccnc(Cl)n1
-1	O=C(c1ccc2c(=O)n(Cc3ccco3)c(=S)[nH]c2c1)N1CCN(c2ccccc2)CC1
-12	N#C/C(=C/C1=C(N2CCOCC2)C(=C/c2ccc(Cl)cc2Cl)/CC1)C(=O)Nc1ccccc1F
6	CCOc1cc(CN2CCC(N3CCC(C(=O)NC4CC4)CC3)CC2)ccc1O
10	CCc1c(O)nc(SCC(=O)Nc2ccccc2)n(-c2ccccc2C)c1=O
-4	COc1ccc(-n2nnnc2SCC(=O)Nc2c(C)n[nH]c2C)cc1
4	NC(=O)C(=O)N/N=C/c1ccc([N+](=O)[O-])o1
9	CCOC(=O)Cc1cc(=O)n2[nH]c(C)c(-c3ccccc3)c2n1
5	CCOc1ccc(Br)cc1S(=O)(=O)NC1=NCCCCC1
-7	O=C1C(CO)C(CO)C(CO)C1CO (centres undefined)
17	COC(=O)N[C@H](C(=O)N[C@@H](Cc1ccccc1)[C@@H](O)CN(Cc1ccc(-c2ccccn2)cc1)NC(=O)[C@@H](NC(=O)OC)C(C)(C)C)C(C)(C)C
-13	CC(=O)OCC=C1CCC2C3CC(C)C4=CC(=O)CCC4(C)C3C(O)CC12C (centres undefined)
-12	CC(=O)c1c(C)[nH]c(C(=O)COC(=O)C2(C)CC2(Cl)Cl)c1C (centres undefined)

Going on with the list.
RXFP1 antag	molecule
-8	OCCN(Cc1ccccc1)Cc1ncccc1O
-6	O=C1C=C(CCc2ccccc2)CCC1
-9	COc1ccc(CCNC(=O)COC(=O)/C=C/c2ccc3c(c2)OCO3)cc1
-31	COc1cc(/C=C/C(=O)Nc2ccc(OC)c(S(=O)(=O)N3CCOCC3)c2)ccc1OCC#N
-17	CCC(=O)c1ccc(OCC(=O)Nc2ccc(S(=O)(=O)Nc3cc(C)nc(C)n3)cc2)cc1

Compound activity (PubChem BioAssay)
